Screening data from PubChem.
SV40 large T antigen: SV40 large T antigen inhibitors, biochemical (AID 1903); SV40 large T antigen ATPase/helicase inhibition assay; higher % means a stronger effect; 0.39% of 310,000 active; one-dose inhibition, % at 20 µM; IC50 in µM for titrated hits; in the data active means a potency from the dose series; inconclusive means inhibition mostly from about 32% at the one dose, without a potency; inactive means the rest, 99 in 100 with inhibition below about 32%; further: strong numbers were not always called active
West Nile virus CPE: West Nile virus antiviral activity, cell-based, CPE readout (AID 1621); 0.02% of 290,000 active; West Nile virus-infected cells, CPE inhibition; higher % means a stronger effect; CPE inhibition, % at 10 µM, or IC50 in µM where a hit was titrated; in the data active means a potency from the dose series; inconclusive means CPE inhibition mostly from about 3.7% at the one dose, without a potency; inactive means the rest, 99 in 100 with CPE inhibition below about 2.2%; further: strong numbers were not always called active
UTI89 phage lysis: inhibition of K1F phage lysis, E. coli UTI89, bacterial capsule biogenesis inhibitors, alamar blue (AID 488966); E. coli UTI89 K1F phage lysis, alamar blue, 2 h; higher % means a stronger effect; inhibition, % at 100 µM; hits with a dose series show IC50 in µM; 0.02% of 340,000 active;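 active means phage lysis inhibition, versus mean bacterial control, above a set limit; inconclusive means no clear call, values can overlap the other calls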;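 further: capsule biogenesis inhibitors block K1F phage lysis so surviving cells raise fluorescence; higher fluorescence means more inhibition of phage lysis; actives were called in the ten point dose series up to 300 µM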
PhoP inhibition: inhibitors of PhoP regulon expression, primary screen, Salmonella Typhimurium, GFP reporter (AID 1863). S. Typhimurium PhoP-regulated promoter GFP reporter, 4 h; higher % means a stronger effect. inhibition, % at 50 µM, or IC50 in µM where a hit was titrated. 0.16% of 300,000 active;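 active means inhibition over 29.93%, a cutoff 3 SD above the screen mean, later confirmed by dose response; inconclusive means inhibition over 29.93% but no dose response follow-up; inactive means inhibition at most 29.93% or unconfirmed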;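 further: 0% = low Mg2+ inducing control and 100% = high Mg2+ repressing control; strong numbers were not always called active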
NTR1 ag: agonists of NTR1, primary screen, imaging, U2OS cells, beta-arrestin-GFP, high content (AID 493036) | Neurotensin receptor type 1 (Homo sapiens), P30989 | NTR1-U2OS beta-arrestin-GFP spot imaging, agonist mode | activation, % at 20 µM | 0.17% of 330,000 active;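 active means activation at or above 40% of the spot to cytoplasm intensity ratio, with at least 20 cells analyzed; inconclusive means wells under 20 cells, flagged as cytotoxic or low count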;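 further: 0% = DMSO without peptide and 100% = 100 nM NTR1 peptide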
Target sequence (P30989 whole entry, looked up): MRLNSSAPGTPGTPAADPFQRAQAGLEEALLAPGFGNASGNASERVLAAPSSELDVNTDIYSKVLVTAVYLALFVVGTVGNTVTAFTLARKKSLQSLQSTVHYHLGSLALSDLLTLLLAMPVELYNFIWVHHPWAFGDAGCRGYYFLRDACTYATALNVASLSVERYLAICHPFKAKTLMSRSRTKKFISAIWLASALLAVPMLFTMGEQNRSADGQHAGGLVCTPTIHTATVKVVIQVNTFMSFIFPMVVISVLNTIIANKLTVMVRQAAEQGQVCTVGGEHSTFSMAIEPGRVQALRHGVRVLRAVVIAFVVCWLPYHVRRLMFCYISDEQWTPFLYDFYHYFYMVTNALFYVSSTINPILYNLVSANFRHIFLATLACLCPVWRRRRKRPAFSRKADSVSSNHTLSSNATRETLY
MgcRacGAP inhibition: MgcRacGAP GTPase-activating activity inhibitors, confirmation, biochemical, ADP Hunter fluorescence; one-dose inhibition, % at 30 µM; IC50 in µM for titrated hits; MgcRacGAP-stimulated Rac1 GTP hydrolysis, ADP Hunter fluorescence; higher % means a stronger effect; GST-tagged Rac1 F28L mutant substrate; Rac GTPase-activating protein 1 (Homo sapiens); 0.6% of 340,000 active;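 active means first-screen hits whose inhibition reached a set limit at any dose in the follow-up dose series; inconclusive means inhibition above the set first-screen limit but never retested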;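 further: fluorescence reports GDP produced by GAP-driven GTP hydrolysis; strong numbers were not always called active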
Dengue-2 NS5 capping: Dengue-2 NS5 methyltransferase inhibitors, primary screen, biochemical, confirmation dose response (AID 588689); Dengue-2 NS5 methyltransferase capping enzyme assay, biochemical; higher % means a stronger effect; inhibition, % at 25 µM; hits with a dose series show IC50 in µM; 0.3% of 340,000 active; in the data active means a potency from the dose series; inconclusive means inhibition above about 29% without an active follow-up result
T cell HTS: modulators of CD8 T cell-vesicle binding, primary screen, mouse 2C CD8+ T cells, flow cytometry | 2C CD8+ T cell-vesicle binding; active compounds read low | 0.068% of 330,000 active | AID 2052, 2009 | calls only at 7 µM;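 active means response, share of CD8 T cells binding vesicles, and their 90th percentile fluorescence all below set limits, cut at about 80% in these data, passing the limit was not always enough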
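Also added: QL9-peptide-loaded Drosophila micro-vesicles bearing Ld, ICAM-1 and B7-1; Test system: purified 2C TCR transgenic mouse naive CD8+ T cells; Measured by: cytometric PE anti-B7-1 and Alexa647 anti-CD8 signals after 1% paraformaldehyde fixation; Timing: binding step 1.5 h, 37 °C, antibody labelling 20 min, ice.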
RSV antiviral HEp-2: RSV antiviral activity via CPE protection, HEp-2 cells, primary 10 µM value included (AID 2391); CPE inhibition, % at 10 µM; hits with a dose series show IC50 in µM; HEp-2 cells, RSV-induced CPE inhibition; higher % means a stronger effect; 0.13% of 310,000 active; in the data active means a potency from the dose series; inconclusive means CPE inhibition mostly from about 23% at the one dose, without a potency; inactive means the rest, 99 in 100 with CPE inhibition below about 21%; further: strong numbers were not always called active
T cell HTS vesicle-bound %: recorded beside T cell HTS, whose call it bears; double positive events, %; measured here: CD8+ vesicle-bound cell fraction;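 binding gate set so that unloaded-vesicle control wells show 10% double positive cells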
NTR1 ag cell count 20 µM: second read-out of NTR1 ag, no call of its own (marks repeat the call); cell count; measured here: cell count, cytotoxicity flag
Dengue-2 NS5 capping pilot replicate: also measured in Dengue-2 NS5 capping; calls as there; inhibition, %; measured here: pilot screen replicate inhibition
* hit, by the source's call; i = inactive; ? = inconclusive; . = not tested or not shown; [ ] = remark or other dose.

SMILES | SV40 large T antigen | West Nile virus CPE | UTI89 phage lysis | PhoP inhibition | NTR1 ag | NTR1 ag cell count 20 µM | MgcRacGAP inhibition | Dengue-2 NS5 capping | T cell HTS | T cell HTS vesicle-bound % | RSV antiviral HEp-2 | others
NC(=O)CN1C(=O)C(=O)N(Cc2ccccc2)C1=O | 13% | 0.4% | -0.1% | -7% | 2.0 | 104 | 9% | 3% | i | 48 | 1.5%
CC1CCCN(CCC(=O)Nc2ccc3c(c2)CCC3)C1 (centres undefined) | 5% | 0.3% | 1.4% | 0% | -1.8 | 43 | 3% | 0% | i | 0 | -1.0%
O=C(Nc1ccccc1C(=O)O)c1cc(S(=O)(=O)N2CCOCC2)cs1 | 11% | 0.3% | 0.2% | -5% | -0.9 | 90 | 4% | -16% | i | 62 | 1.9%
Cc1c(C(=O)Nc2ccccc2)cn2c(nc3ccccc32)c1C#N | -4% | -0.6% | 3.6% | -4% | 2.2 | 42 | 7% | 5% | i | 24 | 0.9%
O=C(N/N=C/c1cc(Br)ccc1OC(=O)c1ccc(Br)cc1)c1ccncc1 | 5% | -0.1% | -1.4% | -3% | -0.4 | 53 | 9% | -8% | i | 17 | 3.0%
CC1CCN(C(=O)C2CCN(S(=O)(=O)c3cnc[nH]3)CC2)CC1 | 8% | 0.4% | 7.0% | -6% | 1.4 | 41 | 2% | 2% | i | 46 | 0.1%
Cc1sc2nc(SCC(=O)NCCO)n(C)c(=O)c2c1C | 13% | -0.7% | -0.6% | -4% | 1.4 | 88 | -7% | 5% | i | 50 | 1.0% | Dengue-2 NS5 capping pilot replicate=2.0
Cc1ccccc1C(=O)NNC(=O)C1CCN(C(=O)Nc2ccccc2)CC1 | 13% | . | 1.1%[50 µM] | 1% | 0.2 | 65 | 4% | -4% | i | 32 | -0.5%
Nc1ccn(C2CC(O)C(CO)O2)c(=O)n1 (centres undefined) | 18% | 0.6% | 4.1% | -4% | 1.2 | 75 | -1% | -4% | i | 39 | -2.5%
CCCCc1ccc(S(=O)(=O)NNC(=S)NCc2ccco2)cc1 | ? | 0.1% | 2.5% | -4% | 0.2 | 48 | 9% | -6% | i | 24 | 1.6%
COC(=O)C(NC=O)C(O)(Cc1ccccc1)C(F)(F)F (centres undefined) | -1% | 0.0% | 0.5% | 0% | 0.5 | 67 | 0% | -1% | i | 20 | 0.1%
O=C(Nc1ccc(F)cc1)C(c1ccccc1)N1CCN(S(=O)(=O)c2ccccc2)CC1 (centres undefined) | 1% | -0.5% | 0.9%[50 µM] | -3% | 0.5 | 52 | 12% | 5% | i | 51 | 8.4%
Cc1ccccc1-n1c(Cn2c(=O)sc3ccccc32)nnc1SCC(=O)NCC1CCCO1 (centres undefined) | -1% | -0.2% | -6.8% | 12% | 3.7 | 49 | 6% | 2% | i | 40 | 0.2%
COc1ccc(CNC(=O)CSc2nnc(Cn3nnc4ccccc43)n2C)cc1 | 4% | 0.0% | 3.2% | 8% | 2.4 | 36 | -5% | 1% | i | 35 | 0.8%
O=C(Nc1ccc2c(c1)OCCO2)c1cc2ccccc2o1 | 24% | -0.1% | 0.2% | -5% | 0.5 | 47 | 8% | . | i | 61 | 3.0%

Reprinted at random: 2 entries already listed
SMILES | SV40 large T antigen | West Nile virus CPE | UTI89 phage lysis | PhoP inhibition | NTR1 ag | NTR1 ag cell count 20 µM | MgcRacGAP inhibition | Dengue-2 NS5 capping | T cell HTS | T cell HTS vesicle-bound % | RSV antiviral HEp-2 | others
COC(=O)C(NC=O)C(O)(Cc1ccccc1)C(F)(F)F (centres undefined) | -1% | 0.0% | 0.5% | 0% | 0.5 | 67 | 0% | -1% | i | 20 | 0.1%
CC1CCCN(CCC(=O)Nc2ccc3c(c2)CCC3)C1 (centres undefined) | 5% | 0.3% | 1.4% | 0% | -1.8 | 43 | 3% | 0% | i | 0 | -1.0%

Continued.
SMILES | SV40 large T antigen | West Nile virus CPE | UTI89 phage lysis | PhoP inhibition | NTR1 ag | NTR1 ag cell count 20 µM | MgcRacGAP inhibition | Dengue-2 NS5 capping | T cell HTS | T cell HTS vesicle-bound % | RSV antiviral HEp-2 | others
CCCCSCCCNC(=O)CS(=O)Cc1nc(-c2cccc(C)c2)oc1C (centres undefined) | 8% | -1.1% | -0.6% | 0% | -0.9 | 68 | 9% | -3% | i | 22 | 0.2% | Dengue-2 NS5 capping pilot replicate=-6.7
CC(C)N(Cc1nc(-c2ccccc2)no1)C(=O)Cc1ccccc1 | 5% | -0.4% | 2.6% | 8% | -2.5 | 58 | 5% | -1% | i | 26 | 2.5%
CC(=O)c1cccc(N2C(=NC(=O)C3CCCCC3)SC3CS(=O)(=O)CC32)c1 (centres undefined) | 12% | 1.2% | 0.0% | 7% | -0.9 | 56 | 4% | -2% | i | 17 | 3.0%
COc1ccc(CN2CCC(Cc3ccccc3)CC2)c(C)c1C | 16% | -1.1% | -0.5% | -4% | 1.3 | 66 | 28% | -5% | i | 44 | -0.9%
CC(C)NC(=O)C1CCCN(S(=O)(=O)c2ccc(-n3cnnn3)cc2)C1 (centres undefined) | 0% | 0.6% | 0.4% | 12% | 22 | 49 | 3% | -7% | i | 34 | 2.2%
COc1ccc(C2(C(=O)NCc3ccccc3Cl)CCOCC2)cc1OC | . | -0.3% | 2.7% | . | 3.2 | 99 | 3% | -6% | i | 61 | 2.4%
[N-]=[N+]=NCCN1CCN(Cc2ccccc2)CCC1=O | 16% | -0.8% | 0.8% | 11% | -2.6 | 104 | 6% | 1% | i | 16 | 1.0%
CSC1=C(C#N)C(c2ccccc2Cl)C(C(C)=O)=C(C)N1 (centres undefined) | -3% | 0.5% | 0.6% | -3% | 0.5 | 56 | -1% | -1% | i | 7 | 0.3%
CC(=O)Nc1ccc(C2NC(=S)N(c3ccccc3C(F)(F)F)C(C)=C2C(=O)N2CCOCC2)cc1 (centres undefined) | 8% | 0.7% | -0.2% | -6% | -1.2 | 69 | 3% | 3% | i | 48 | -0.5%
CN1CCN(c2ccc(-c3cccc(NC(=O)COc4ccccc4)c3)nn2)CC1 | 6% | . | 0.7%[50 µM] | 9% | 0.1 | 63 | -3% | 0% | i | 45 | -2.7%
CC1(C)NC(C)(C)c2nonc2/C1=N\O | 4% | 0.1% | 0.2% | -3% | -1.0 | 93 | 4% | 4% | i | 30 | 0.2%
O=C(NCCc1ccc(C(F)(F)F)cc1)c1ccc(Cl)nc1 | 4% | -0.1% | 0.1% | -4% | -0.2 | 50 | 10% | -1% | i | 7 | 8.2%
O=C(c1ccccc1)N1N=C(c2ccccc2)CC1c1ccccc1O (centres undefined) | 7% | -1.1% | -1.6% | -6% | 11 | 34 | 8% | -6% | i | 60 | 11%
CC(=O)NC(=S)Nc1cccc([N+](=O)[O-])c1 | 9% | 0.1% | 0.5% | -12% | 0.1 | 40 | 4% | -3% | i | 21 | 0.0%
CCOC(=O)c1cn2nc(Oc3ccc(C(=O)OC)cc3)ccc2n1 | 3% | 0.3% | 0.5% | -5% | -0.1 | 33 | 8% | -2% | i | 28 | 0.0%
CC(Oc1ccccc1)C(=O)Nc1cccc(F)c1 (centres undefined) | 14% | -0.1% | 0.0% | 21% | 1.1 | 87 | 3% | -14% | i | 50 | 0.8%
O=C(CC1Oc2ccccc2NC1=O)NC1CC1 (centres undefined) | 5% | . | 0.5% | 16% | -1.7 | 59 | 2% | -8% | i | 43 | 0.2%
O=C(c1ccc(CS(=O)(=O)c2c(Cl)cccc2Cl)o1)N1CCN(c2ccccn2)CC1 | 5% | -0.5% | -2.2% | -7% | -2.5 | 62 | 7% | -4% | i | 40 | 5.3%
COc1ccc(C)cc1S(=O)(=O)N(C)CC(=O)N1CCC(C(N)=O)CC1 | 10% | 0.1% | 0.5% | 0% | 0.1 | 82 | -7% | -5% | i | 39 | 2.3%
COc1cccc(OCC(=O)O/N=C(\N)c2ccc(OC)c(OC)c2)c1 | 4% | -1.0% | -0.1%[50 µM] | -5% | 6.9 | 51 | 4% | -1% | i | 6 | 1.2%
COc1ccc(Cl)cc1-c1nc(-c2ccc(NC(=O)c3ccncc3)cc2)no1 | . | . | 5.3% | . | 4.9 | 62 | -7% | -4% | i | 57 | 17%
COC(=O)c1ccc(C(=O)OC)c(NC(=S)N2CCN(c3cccc(Cl)c3)CC2)c1 | 9% | -1.0% | 0.9%[50 µM] | 3% | 4.0 | 73 | 9% | -1% | i | 19 | 14%
CCOc1ccc(N(CC(=O)Nc2ccccc2C(=O)NC(C)CC)S(C)(=O)=O)cc1 (centres undefined) | 30% | -0.7% | 0.2%[50 µM] | -9% | -0.6 | 53 | 5% | -5% | i | 5 | 1.4%
CCCn1c(SCC(=O)N2CCN(CC)CC2)nc2c1c(=O)n(C)c(=O)n2C | 1% | -0.5% | 0.0% | 5% | -1.5 | 34 | 10% | 0% | i | 43 | -0.2%
O=C(NCC1COCCO1)c1cc(COc2ccc(F)cc2F)on1 (centres undefined) | 10% | 0.1% | 0.2%[50 µM] | 7% | -0.9 | 62 | -6% | -2% | i | 27 | 2.4%
COc1ccc(OC)c(/C(O)=C/C(=O)C(=O)Nc2cc(C)cc(C)c2)c1 | 6% | -0.1% | 0.3% | 3% | -2.2 | 75 | 9% | -10% | i | 47 | 0.9%
O=C(Cc1ccccc1)Nc1ccc2c(c1)OC1(CCCC1)O2 | . | . | 0.3%[50 µM] | . | -1.0 | 75 | 5% | -1% | i | 13 | 1.3%
COc1ccc(CCNC(=O)C2CCN(C(=O)c3ccc([N+](=O)[O-])cc3)CC2)cc1 | 5% | 0.3% | 0.1% | 0% | 3.4 | 102 | 10% | -12% | i | 62 | 2.0%
Cn1c(Cn2c(=O)sc3ccccc32)nnc1SCC(=O)NCc1ccccc1 | 0% | 0.1% | 1.8% | -6% | -4.8 | 52 | 5% | -1% | i | 59 | -1.1%
Cc1cc(C)c2nc(SCCc3ccccc3)nc(C)c2c1 | 3% | 0.1% | 0.0% | 7% | 6.2 | 56 | -4% | -7% | i | 18 | ?
O=C(NCC1CCCO1)C1CCCN1C(=O)NC1CCCCC1 (centres undefined) | 0% | 0.2% | 0.6% | 6% | -1.5 | 85 | 7% | -1% | i | 8 | 2.2%
